ALOX12 inh – inhibitors of human 12S-lipoxygenase ALOX12. P18054. purified 12hLO, xylenol orange hydroperoxide absorbance. Potency, µM (highest dose often 108 µM), for inactives: at the top dose activity change, negative = inhibition, hits mostly inhibitors. hit rate 1.1% among 580,000. AID 1671190; further: potency means the concentration at half of the fitted maximal effect; on the % scale 0 is the no-effect control and ±100 the full control effect
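Purified human 12hLO (150 nM final) in 25 mM Hepes, 0.01% Triton X-100, pH 7.0 was preincubated 15 min at room temperature with compound. Then 40 uM arachidonic acid was added, 30 min. Hydroperoxide was read by Fe-XO absorbance ratio 573/405 nm.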
G9a block – G9a (human) methyltransferase inhibition. Q96KQ7. G9a H3K9 monomethylation, AlphaScreen, 2 h. Potency, µM (top dose mostly 102 µM), for the others: at the highest dose activity, negative = inhibition, most hits filed as inhibitors. hit rate 8.8% among 350,000. AID 504332; further: potency means the concentration at half of the fitted maximal effect; on the % scale 0 is the no-effect control and ±100 the full control effect; nearly all actives have a fitted effect of over 75% in size
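AlphaScreen detection with an anti-monomethyl H3K9 antibody quantified product after a 2 h room-temperature reaction containing 500 nM biotinylated H3K9 peptide, 20 µM SAM and 20 nM enzyme, which had been preincubated 15 min with compound.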
BAZ2B inh – inhibitors of human BAZ2B bromodomain. Potency, µM (series often up to 114 µM), for inactives: at the top dose activity change, negative = inhibition, hits mostly inhibitors. AlphaScreen BAZ2B-H3K14Ac peptide displacement. hit rate 4.4% among 360,000. Q9UIF8; further: potency means the concentration at half of the fitted maximal effect; on the % scale 0 is the no-effect control and ±100 the full control effect; nearly all actives have a fitted effect of over 60% in size
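BAZ2B 50 nM plus b-H3(5-23)K14Ac 50 nM, PBS pH 7.4/0.01% Tween-20, 30 min RT; compound added (max 110 uM), 30 min RT; streptavidin donor/Ni-chelate acceptor beads 10 ug/mL final, 20 min dark; AlphaScreen read.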
RGS4 inhibitor – blocks human RGS4-accelerated GTP hydrolysis; Transcreener GDP fluorescence polarization, RGS4-accelerated GTP hydrolysis; P49798; hit rate 0.039% among 390,000; Potency, µM (series often up to 114 µM), without a hit: at the top dose activity change, negative = inhibition, usual class: inhibitors; further: potency means the concentration at half of the fitted maximal effect; on the % scale 0 is the no-effect control and ±100 the full control effect; nearly all actives have a fitted effect of over 75% in size; some results filed as inactive show a strong effect at the top dose
Target sequence (P49798 whole entry, looked up): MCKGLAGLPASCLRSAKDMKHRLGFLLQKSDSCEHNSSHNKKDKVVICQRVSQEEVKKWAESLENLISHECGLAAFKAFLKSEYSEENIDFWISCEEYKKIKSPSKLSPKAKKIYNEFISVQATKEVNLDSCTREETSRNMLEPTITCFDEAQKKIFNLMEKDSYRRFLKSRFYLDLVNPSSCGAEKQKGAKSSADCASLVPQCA
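MLSMR compounds (23 nl, pin-transferred) preincubated 10 min at room temperature with a 500nM (2x) first reagent, then RGS4 at 900nM (2x) plus Transcreener GDP mix added; fluorescence polarization (620/688 nm) read before and after 90 min at 30 °C.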
JMJD2A Tudor inh – JMJD2A Tudor domain (human) inhibition. AlphaScreen JMJD2A-Tudor / H3K4me3 peptide binding. Potency, µM (series often up to 114 µM), for inactives: at the highest dose activity change, negative = inhibition, most hits filed as inhibitors. hit rate 4.4% among 390,000. O75164; further: potency means the concentration at half of the fitted maximal effect; on the % scale 0 is the no-effect control and ±100 the full control effect; nearly all actives have a fitted effect of over 50% in size
PI4K2A inh – PI4K2A (human) kinase inhibition; Q9BTU6; purified PI4K2A, ADP-Glo luminescence, 1 h; active compounds read low; activity change, negative = inhibition, % at 76.9 µM; hit rate 0.13% among 420,000; in the data active means activity change below about -50%; inconclusive means mostly about -30% to -49%;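 further: -100% = wells without enzyme as full effect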
Target sequence (Q9BTU6 whole entry, looked up): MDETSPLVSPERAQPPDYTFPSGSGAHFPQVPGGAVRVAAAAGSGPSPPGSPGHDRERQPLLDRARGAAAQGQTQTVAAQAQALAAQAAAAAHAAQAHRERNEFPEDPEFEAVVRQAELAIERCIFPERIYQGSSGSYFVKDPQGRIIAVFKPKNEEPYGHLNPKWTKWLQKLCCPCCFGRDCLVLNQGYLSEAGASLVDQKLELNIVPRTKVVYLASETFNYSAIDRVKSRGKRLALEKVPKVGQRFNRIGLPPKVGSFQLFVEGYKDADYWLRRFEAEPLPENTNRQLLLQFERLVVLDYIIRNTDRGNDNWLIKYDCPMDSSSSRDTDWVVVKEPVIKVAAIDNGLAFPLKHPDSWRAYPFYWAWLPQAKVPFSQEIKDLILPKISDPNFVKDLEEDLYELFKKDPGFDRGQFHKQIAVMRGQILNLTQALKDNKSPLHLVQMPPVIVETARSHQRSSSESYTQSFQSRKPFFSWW
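Compounds are screened against recombinant PI4K2A using PI as substrate and ATP, the latter dispensed at 300 microM. Reactions run one hour at ambient temperature before ADP-Glo detection; full inhibition defined by wells lacking enzyme.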
HP1b chromo inh – inhibitors of HP1-beta chromodomain binding to methylated histone tails; AID 540317; P83916; Potency, µM (highest dose often 114 µM), inactives show at the top dose activity change, negative = inhibition, most hits filed as inhibitors; AlphaScreen HP1-beta / biotin-H3K9me3 peptide binding; hit rate 0.56% among 390,000; further: potency means the concentration at half of the fitted maximal effect; nearly all actives have a fitted effect of over 70% in size; inactives centre near 23
Target sequence (P83916 whole entry, looked up): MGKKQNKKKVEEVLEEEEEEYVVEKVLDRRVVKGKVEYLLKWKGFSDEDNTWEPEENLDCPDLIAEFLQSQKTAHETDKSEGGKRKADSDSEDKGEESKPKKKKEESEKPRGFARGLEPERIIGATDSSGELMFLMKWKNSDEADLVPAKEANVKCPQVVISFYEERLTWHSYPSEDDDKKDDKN
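AlphaScreen: HP1-beta (50 nM) preformed 30 min with biotin-H3(1-18)K9me3 peptide (50 nM) in PBS pH 7.4, 0.01% Tween-20. Compound added for 30 min at RT, then streptavidin donor/nickel chelate acceptor beads (10 ug/mL) for 30 min.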
GLS inhibitor – glutaminase GLS (human) inhibition | O94925 | GLS enzymatic activity, qHTS titration | Potency, µM (highest dose often 45.5 µM), without a hit: at the top dose activity change, negative = inhibition, usual class: inhibitors | hit rate 0.21% among 410,000 | AID 624170; further: potency means the concentration at half of the fitted maximal effect; on the % scale 0 is the no-effect control and ±100 the full control effect
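Glutamate formation by hKGA was monitored fluorometrically using coupled glutamate oxidase, HRP and Amplex Red. Substrate was added as 1 mM L-glutamine solution; incubation was 30 min at RT after an initial read.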
ERG-DNA inh – blocks human ERG Ets domain binding to DNA; fluorescence polarization, His-ERG Ets domain / labelled DNA; Potency, µM (top dose mostly 76.9 µM), without a hit: top-dose FP activity, negative = inhibition, hits mostly inhibitors; AID 624246; P11308; hit rate 0.028% among 370,000; active means well fitted inhibition curve with a large enough effect in the polarisation, with a control signal flat; inconclusive means small, poorly fitted or top-dose-only effect, or effect the other way, or a change in a side signal; inactive means no such curve, though single readings can be large or run the other way; the % refers to the polarisation;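 further: polarization taken with two DNA probes labelled with fluorescein and Texas red; potency means the concentration at half of the fitted maximal effect; % of control where 0% means no effect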
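His-tagged ERG Ets domain (1 uM in the protein solution; 300mM KCl, 50mM Tris-HCl, 1mM EDTA, 1mM DTT, pH 7.5) received compound, then a probe mix of 5 nM fluorescein-DNA and 100nM Texas-615-DNA. Fluorescence polarization was read for both dyes.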
* marks the source's active call; other numbers are inactive results; i = inactive; u = inconclusive; x = not tested or not shown; & = joins results of further samples; [ ] = dose if it differs, or a comment. Unless noted, the call rests on the fitted dose curve; in most records, active means well fitted curve in the direction sought with a large enough effect; inconclusive means small, poorly fitted or top-dose-only effect, or another doubt; inactive means no such curve, though single readings can be large; an effect the other way counts as inactive or inconclusive. Only part of the results is shown; count on the stated rates, not on these rows.

SMILES	ALOX12 inh	G9a block	BAZ2B inh	RGS4 inhibitor	JMJD2A Tudor inh	PI4K2A inh	HP1b chromo inh	GLS inhibitor	ERG-DNA inh
CS(=O)(=O)NC1c2cccc3cccc(c23)C1N1CCOCC1 (configuration not stated)	4%	u	12%	-1%	-7%	-2	5%	5%	x
COc1ccc(N2C(=O)C(=O)/C(=C(/O)c3ccc(C)cc3)C2c2cccnc2)cc1 (configuration not stated)	-12%	u	56µM*	17%	u	2	0%	9%	-8%
CCN(CC)S(=O)(=O)c1ccc(NS(=O)(=O)c2ccc(C)c(C)c2)cc1	-17%	-3%[59 µM]	-3%	17%	-13%	3	11%	17%	-3%
O=C(O)CN(c1ccccc1)S(=O)(=O)c1cc(C(F)(F)F)cc(C(F)(F)F)c1	-22%	u	-6%	-20%	-15%	-3	16%	-18%	19%
Cc1noc(N)c1C(=O)Nc1ccc(C(C)(C)C)cc1	0%	u	-33%	13%	-16%	0	20%	-3%	1%
COCCCNC(=O)Cn1cc(/C=C(\C#N)C(=O)N2CCN(c3ccccc3)CC2)c2ccccc21	-18%	-2%	-10%	-9%	-8%[57.1 µM]	1	29%	14%	-10%
Cc1cc(O)c(C)c(O)c1/C=N/NC(=O)c1cccnc1	-20%	87%[activator]	1%	-25%	-17%	1	46%[activator]	28%	-6%
O=C(Cn1c(=O)ccc2cc(S(=O)(=O)N3CCCC3)ccc21)NCc1ccc(F)cc1	u	1%[59 µM]	-2%	-20%	-4%	3	27%[57 µM]	-18%	5%
COc1cccc(OCCSc2nnc3sc4ccccc4n23)c1	6%	-14%[59 µM]	10%	15%	1%	5	18%	3%	-4%
CN(CC(=O)Nc1c(Cl)cccc1Cl)C(=O)c1n[nH]c2ccccc12	-5%	-37%	11%	9%	-7%	3	28%	-2%	-6%
O=C1/C(=N\S(=O)(=O)c2cccs2)C([n+]2ccc(CCCc3ccccc3)cc2)=C([O-])c2ccccc21	161%[activator]	x	-31%	11%	-30%	6	-4%	0%	0%
O=C(NC(=S)Nc1ccc2c(c1)OCCO2)c1ccc(F)cc1Cl	-12%	-17%[59 µM]	-33%	-28%	-21%	6	4%	17%	-10%
O=C(NCCSCc1ccccc1)c1ccc(F)cc1	-11%	2%[59 µM]	1%	13%	-19%	-2	13%	3%	8%
CCOC(=O)/C(C#N)=C/Nc1cc(C(C)(C)C)sc1C(C)=O	u	x	1%	-42%	-2%	5	56%[activator]	-3%	22%
C=CC[C@@H](CC(=O)N(CCO)Cc1ccccc1)C(=O)N[C@H](COC(=O)[C@@H](CC=C)Cc1ccc(F)cc1)C(C)(C)C	-23%	x	x	-15%	-22%	-3	29%	13%	-8%
CC(O/N=C/c1ccc(OC(F)F)cc1)C(=O)Nc1cccc(S(=O)(=O)N2CCOCC2)c1 (configuration not stated)	-14%	14%[59 µM]	6%	-7%	-23%[57.1 µM]	0	58%[activator]	-1%	5%
NS(=O)(=O)c1ccc(NC(=O)c2cccc3ccccc23)cc1	14%	64%[activator]	u	-6%	-4%	4	22%	-2%	-3%
COc1ccc(N2CCN(C(=O)COC(=O)c3ccc(CSC)o3)CC2)cc1	-26%	16µM*	u	-7%	-36%	-4	-8%	-8%	7%
O=C(O)c1cc(NCc2cccs2)ccc1N1CCOCC1	-2%	-8%[59 µM]	4%	22%	-11%	-3	12%	73%[activator]	0%
Cc1cccc(C(=O)Nc2ccc(C(=O)c3ccccc3)cc2)c1	5%	x	x	10%	-25%	5	29%	-2%	-2%
CC(C)CN(C(=O)COC(=O)c1ccc([N+](=O)[O-])s1)c1c(N)n(Cc2ccccc2)c(=O)[nH]c1=O	-17%	u	-6%	26%	-21%	0	4%	1%	5%
COc1ccc(CN2CCC(C(=O)Nc3ccc(Oc4cccnc4)cc3)CC2)c(C)c1C	1%	14%	-16%	-13%	-12%	-2	45%[activator]	8%	19%
Cc1cc(=O)nc2c3ccccc3n(CC(=O)NCCCN3CCOCC3)n12	x	15%	-2%	-31%[11.4 µM]	u	-1	1%	-1%	8%
CN(C)C(=O)CSc1nnc(CCN)o1	3%	-33%	1%	7%	12%	-1	42%[activator]	5%	-5%
CCN(CC(=O)NCC(=O)Nc1cccc(C)c1C)Cc1ccccc1	-6%	0%	-12%	-11%	-8%	2	17%	6%	5%
COc1cc(CC(=O)OCC(=O)Nc2ccc([N+](=O)[O-])cc2)cc(OC)c1OC	-21%	1%	-15%	23%	-9%	0	19%	-11%	-4%
CC(=O)Nc1cc(NC(C)=O)cc(C(=O)NCC2(N3CCOCC3)CCCCC2)c1	-25%	10%[0.501 µM]	u	8%	u	1	-11%	126%[activator]	-5%
COc1ccc([N+](=O)[O-])cc1NC(=O)C(C)OC(=O)CN1C(=O)C2CC=CCC2C1=O (configuration not stated)	-2%	-25%	9%	4%	-18%	0	10%	4%	10%
Cc1ccccc1NC(=O)CSc1nc(N2CCCCC2)nc(N2CCCCC2)n1	-12%	7%[12.7 µM]	-20%	11%	-9%	-5	34%	-1%	2%
CC(=O)Cn1ncc(N2CCOCC2)c(Br)c1=O	-4%	-3%	-7%	2%	-12%	-4	14%	11%	5%
Cc1ccc(CN(c2ccc(C(=O)NCc3cccnc3)cc2)S(C)(=O)=O)cc1	-9%	-5%	7%	17%	-8%	-1	-2%	0%	-3%
CCCCOc1ccc(C(=O)NN2C(=O)NC3(CCCCC3)C2=O)cc1OC	11%	-4%	2%	-3%	-12%	1	17%	-3%	0%
COc1cc(-c2noc(-c3ccc(NCc4cccnc4)c([N+](=O)[O-])c3)n2)cc(OC)c1OC	-16%	u	u	-23%	-20%	-2	55%[activator]	-2%	2%
O=C(NCCCN1CCCC1)c1ccc(CSCc2cccc(Cl)c2)o1	-7%	u	-26%	12%	-31%	3	-10%	15%	-5%
O=C(COC(=O)/C=C/c1ccc(Cl)cc1)NC(=O)NCc1ccccc1	u	6%[2.33 µM]	13%	8%	-7%	2	25%	0%	2%
CC(C)c1nc(C(N)=O)c2[nH]c(=O)n(-c3ccc(F)cc3)c2n1	3%	x	3%	-11%	-8%	-2	74%[activator]	-9%	-8%
O=C(C/C=N\O)Nc1ccc(Oc2ccccc2)cc1	-4%	-7%	-23%	-10%	-29%	-2	-2%	6%	-12%
CCc1ccc(CN(Cc2ccco2)C(=O)COc2ccccc2Cl)cc1	0%	89%[activator][59 µM]	54%[activator]	-3%	32%	1	82%[activator]	-11%	-1%
O=C(CN1C(=O)NC2(CCCC2)C1=O)Nc1cc(S(=O)(=O)N2CCOCC2)ccc1OCC(F)(F)F	i	u	-11%	-6%	4%	0	18%	4%	-7%
Cc1ccc(-n2ncc(C(=O)NCc3ccc4c(c3)OCO4)c2C2CCN(C(=O)OC(C)(C)C)CC2)cc1C	-19%	u	-8%[57.1 µM]	-7%	-32%	0	-21%	-13%	1%
CS(=O)(=O)N(CC(=O)NCc1ccncc1)Cc1ccc(Cl)cc1	-4%	0%[12.7 µM]	4%	1%[11.4 µM]	-8%[11.4 µM]	5	17%	-5%	4%
COCCOc1ccc(C(F)(F)F)cc1NC(=O)c1ccc(C)cc1	0%	4%[59 µM]	-21%	5%	-8%	-4	17%	11%	0%
CCc1nnc(NC(=O)CCS(=O)(=O)c2ccccc2)s1	-44%	-5%	8%	3%	-4%	-15	51%	-2%	12%
COC(=O)c1cc(S(=O)(=O)N2CCCCC2)ccc1N1CCOCC1	-3%&2%	50µM*	4%	-11%	-6%	0	23%	-12%	0%
O=[N+]([O-])c1ccccc1N/N=C1\CC2CC=CC12 (configuration not stated)	0%	11µM*	13µM*	-8%	40µM*	0	18µM*	-2%	-6%
CCOC(=O)c1sc(NC(=O)c2ccccc2OCC)nc1C	6%	-2%[59 µM]	-13%	10%	0%	2	31%	-3%	1%
CCCCC(=O)c1ccc(OC(=O)c2ccc([N+](=O)[O-])cc2)cc1	-3%	x	x	3%	50µM*	1	u	12%	-2%
CC(C)(C#N)Cc1cc(CC(C)(C)C#N)cc(C(C)(C)C)c1	-6%	x	-5%[57.1 µM]	0%	-3%	1	56%[activator]	-1%	-3%
COc1ccc(NC(=O)c2sc(Cl)nc2-c2ccccc2)cc1	-2%	-4%[59 µM]	9%	5%	-4%	1	43%[activator]	-2%	3%
CCCc1cc(=O)[nH]c(SCC(=O)N(CC)Cc2ccccc2)n1	0%	-5%[59 µM]	9%	-3%	-29%	-3	3%	13%	5%
O=C(Nc1ccc(OC(F)(F)F)cc1)c1ccc2nc[nH]c2c1	-2%	50µM*	-38%	-19%	-13%	-3	24%	0%	7%
CNC(=S)N/N=C/c1cn(Cc2c(F)cccc2Cl)c2ccccc12	25µM*	-17%[59 µM]	u	7%	-6%	-7	17%	-2%	6%
Cc1ccc(S(=O)(=O)Nc2nc3ccccc3nc2N2CCN(c3ccccc3F)CC2)cc1	0%	-49%[59 µM]	u	-17%	-29%	0	12%	6%	7%
CCCCOc1ccc(CN2CCCCC2)cc1	4%	-33%[59 µM]	-4%	6%	-6%	0	30%[activator]	0%	x

Source: PubChem (National Center for Advancing Translational Sciences (NCATS))
